N-glyco inh = N-linked glycosylation inhibition. reporter increase, % at 12.5 µM. D54 ERlucT glycosylation luciferase reporter, 24 h; percent of 100 nM tunicamycin response. 360,000 compounds, 0.23% hits;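 active = mean luciferase reporter signal, scaled so untreated is 0 and the glycosylation-blocking control 100, at or above a set limit in every replicate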;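 note: luciferase carries N-glycosylation sites so blocking glycosylation raises the light; 0% = median of neutral control wells and 100% = median of 100 nM tunicamycin wells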
ABHD5 PLIN5 PPI = ABHD5-PLIN5 protein interaction inhibition; 360,000 compounds, 0.78% hits; Split G. princeps luciferase complementation, luminescence, 4 h; Q00G26+Q8WTS1; inhibition, % at 4 µM;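 active = inhibition above the mean inhibition across every tested compound plus 3 SD, cut at about 22% in these data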;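 note: 0% = DMSO only wells and the 100% control is not disclosed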
Granule exo inh = lytic granule exocytosis inhibition; TALL-104 LAMP-1 surface exposure, flow cytometry; cells stimulated with thapsigargin and PMA; inhibition, % at 10 µM; 360,000 compounds, 0.66% hits;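 active = inhibition above about 55%, limit read from the data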
m5-HT2A agonist = activates the mouse 5-HT2A serotonin receptor; CHO-K1 mHTR2A beta-arrestin complementation, luminescence; percent of 30 µM serotonin response; activation, % at 7.6 µM; 360,000 compounds, 0.66% hits; AID 624169;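 active = activation above a run cutoff, the mean activation of all tested compounds plus 3 SD, cut at about 14% in these data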;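 note: 0% = plate median of compound wells and 100% = 30 µM serotonin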
Cardio protect = modulators protecting cardiomyocytes from myocardial damage. H9c2 cardiomyocytes, H2O2 injury protection, ATPLite, 2 h. protection from H2O2 cell death, % at 20 µM. 360,000 compounds, 0.63% hits;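 active = compounds giving at least 50% protection of heart cells from peroxide-induced death in the single-dose screen, raw or plate-pattern-corrected value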;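 note: 0% = DMSO wells with peroxide and 100% = DMSO wells without peroxide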
MC4R antag cAMP = antagonists of human melanocortin 4 receptor (MC4R). AID 540295. P32245. 360,000 compounds, 0.48% hits. inhibition, % at 6.5 µM. MC4R-expressing cells, MTII-stimulated cAMP, LANCE TR-FRET;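 active = inhibition above its plate's cutoff, the mean of tested wells on that plate plus 3 SD, cut at about 29% in these data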;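 note: 0% = Melanotan II alone and 100% = Melanotan II plus saturating MCL0020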
Target sequence (P32245 whole entry, looked up): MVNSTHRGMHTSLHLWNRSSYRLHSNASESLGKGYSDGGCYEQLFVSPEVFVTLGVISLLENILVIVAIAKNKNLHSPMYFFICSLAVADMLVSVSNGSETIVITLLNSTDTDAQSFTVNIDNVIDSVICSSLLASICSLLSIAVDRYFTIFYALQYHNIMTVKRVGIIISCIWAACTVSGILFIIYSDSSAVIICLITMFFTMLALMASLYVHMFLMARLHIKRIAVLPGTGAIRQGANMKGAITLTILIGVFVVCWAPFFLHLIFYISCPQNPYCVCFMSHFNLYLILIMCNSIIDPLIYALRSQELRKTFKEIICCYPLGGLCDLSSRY
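System: U2OS-MC4R stable cell line; Technique: Eu-cAMP/anti-cAMP TR-FRET, emission 671 nm; Repeats: single well per compound; Also added: Melanotan II; Dosing: one concentration, 6.5 µM nominal; Schedule: 30-min compound, 1-h challenge, 1-h detection, room temperature.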
PDI inh = inhibitors of human protein disulfide isomerase; PDI insulin aggregation turbidity, A650, 90 min; inhibition, % at 10 µM; 350,000 compounds, 0.052% hits;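 active = mean inhibition across replicates of 30% or more, whatever share of single replicates reach that level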;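 note: absorbance from insulin aggregation driven by PDI reduction with DTT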
Target sequence (P07237 whole entry, looked up): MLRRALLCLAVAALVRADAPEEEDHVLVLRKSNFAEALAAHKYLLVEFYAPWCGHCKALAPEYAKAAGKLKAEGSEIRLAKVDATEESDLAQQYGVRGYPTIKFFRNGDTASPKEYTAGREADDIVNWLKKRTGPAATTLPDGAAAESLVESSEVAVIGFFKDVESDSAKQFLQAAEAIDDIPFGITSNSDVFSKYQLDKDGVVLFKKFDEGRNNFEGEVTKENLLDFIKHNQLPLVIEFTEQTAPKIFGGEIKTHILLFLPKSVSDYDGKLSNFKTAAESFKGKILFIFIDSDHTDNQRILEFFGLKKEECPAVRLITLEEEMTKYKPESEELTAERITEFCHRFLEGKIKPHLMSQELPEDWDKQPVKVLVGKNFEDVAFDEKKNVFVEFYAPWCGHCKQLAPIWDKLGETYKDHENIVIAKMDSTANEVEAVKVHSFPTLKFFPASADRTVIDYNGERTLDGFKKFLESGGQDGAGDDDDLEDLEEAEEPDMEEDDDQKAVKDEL
CaV13 ICDI inh = Primary screen for inhibitors of IQ motif and Ca2+-dependent inactivation inhibitor domain binding in CACNA1D, Förster resonance energy transfer in living cells, … | HEK cells, CFP/YFP FRET ICDI-IQ, plate reader, 10 min; percent FRET-ratio fall versus neutral wells | inhibition, % at 12.3 µM | 340,000 compounds, 0.098% hits;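 active = mean replicate inhibition of at least 30% and at least 1% of replicates passing that level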;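 note: 0% = median of the neutral control wells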
MC4R barr agon = agonists of human melanocortin 4 receptor (MC4R) beta-arrestin. P32245. U2OS MC4R beta-arrestin complementation, luminescence; percent of melanotan II response, DMSO zero. activation, % at 8.9 µM. 360,000 compounds, 0.98% hits. AID 540308;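 active = activation above a per-plate cutoff, the mean activation of sample wells on that plate plus 3 SD, cut at about 8% in these data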
ABCB6 inh 2 = blocks the human ABCB6 transporter | Q9NP58 | AID 602162 | fluorescence ratio to DMSO, % at 10 µM | K562-ABCB6 porphyrin accumulation, flow cytometry, 1 h; hits give low values | 360,000 compounds, 0.19% hits;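 active = fluorescence ratio to DMSO below 75%, the collection mean minus 3 SD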;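 note: signal is porphyrin accumulated inside mitochondria; 100% equals median channel fluorescence of DMSO control wells; lower ratio means ABCB6 inhibition with less porphyrin fluorescence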
* = called active by the depositor; nt = no result given.

SMILES	N-glyco inh	ABHD5 PLIN5 PPI	Granule exo inh	m5-HT2A agonist	Cardio protect	MC4R antag cAMP	PDI inh	CaV13 ICDI inh	MC4R barr agon	ABCB6 inh 2
COC(=O)Cn1c2ccc(C)cc2c2nc(C)sc21	1	-32	0	0	2	7	-4	-5	0.8	100
CNC(=O)COc1ccc(Cl)c2cccnc12	2	-1	-2	3	5	4	7	1	-3.8	95
Cc1nn(C)c(Oc2ccc(Cl)cc2)c1C(=O)O	2	4	3	4	-2	6	-6	-4	-0.8	87
CCC(CO)NCc1sccc1C (centres undefined)	0	1	6	1	14	11	3	-7	0.8	103
Cc1ccc(C)c(NC(=O)Cn2ccn(-c3ccc4c(c3)OCO4)c(=O)c2=O)c1	1	-3	14	-2	3	7	4	-14	-1.9	99
CCCCn1nnnc1NCc1cc(OC)c(OC)cc1OC	-1	3	-2	4	-3	7	0	-3	-0.1	92
COCc1cc(/C=N\NC(=O)COc2ccccc2)ccc1OC	0	-4	-6	-2	3	6	-3	-3	0.8	101
COc1ccc(CN2[C@@H](CC(C)=O)c3cc(C(F)(F)F)ccc3S2(=O)=O)cc1	-4	5	-2	7	-17	8	-5	-6	0.3	99
CCOc1ccc(CCNC(=O)C2CCCN(S(=O)(=O)c3c(C)n[nH]c3C)C2)cc1OCC (centres undefined)	0	-9	1	-2	17	10	0	-4	-1.9	91
CC1(C)CC2CC(C)(CN2C(=O)NC(=O)c2ccccc2)C1 (centres undefined)	-1	-1	66*	6	2	0	-13	-5	0.8	97
CNc1nc(SCC(=O)Nc2ccc(Cl)c(Cl)c2)nc(N2CCOCC2)n1	0	-2	-1	6	-4	4	6	nt	-1.4	101
O=C(Nc1ccc(C(=O)N2CCCC2)cc1)C1CCCCC1	3	3	-1	4	-6	-8	-3	-8	-0.5	102
Cc1ccc(NC(=O)c2ncn(CCCN(C)CCc3ccccn3)n2)cc1C	0	-6	-1	-10	0	3	-1	-6	-1.8	99
COCC(=O)Nc1ccc(C(C)C)cc1	-1	2	-1	0	-7	-4	5	-9	-0.2	100
Cn1c(=O)c2c(nc(SCC(=O)O)n2Cc2cccc(C(F)(F)F)c2)n(C)c1=O	1	0	-2	-1	-3	9	1	-1	-1.9	97
O=C(O)c1cc(NCc2cccs2)ccc1N1CCOCC1	-1	-4	-3	1	1	6	-3	-4	-0.2	99
CC(=O)Nc1ccc(S(=O)(=O)N(C)c2ccccc2)cc1	0	-1	9	-2	5	9	-4	-8	-0.7	102
CCc1ccc(C(=O)COC(=O)CNC(=O)c2ccco2)cc1	-2	3	-1	-3	-8	12	-2	nt	-0.7	98
Cn1c(=O)oc2cc(S(=O)(=O)N3CCc4ccccc43)ccc21	-2	4	9	2	-8	3	2	-6	-1.9	98
CCN1CCN(CC(=O)Nc2ccccc2)C(=O)C1=O	2	1	-2	11	4	6	12	-7	0.3	99

Some values from the entries so far.
`CC1(C)CC2CC(C)(CN2C(=O)NC(=O)c2ccccc2)C1` (centres undefined) in ABHD5 PLIN5 PPI has -1
`O=C(O)c1cc(NCc2cccs2)ccc1N1CCOCC1` in N-glyco inh has -1

(continued)
SMILES	N-glyco inh	ABHD5 PLIN5 PPI	Granule exo inh	m5-HT2A agonist	Cardio protect	MC4R antag cAMP	PDI inh	CaV13 ICDI inh	MC4R barr agon	ABCB6 inh 2
COc1ccc(NC(=S)NCCNC(C)=O)cc1	3	4	-2	0	2	-4	-1	0	-1.6	91
COc1ccc(CCNC(=O)C2CCN(C(=O)c3cccc(Cl)c3)CC2)cc1OC	1	5	-2	4	2	3	2	-4	1.6	97
CCC(C)[C@H](NC(=O)N1CC(=O)Nc2ccccc21)C(=O)N[C@H](Cc1ccccc1)C(=O)O (some centres undefined)	-1	2	2	-2	-3	2	nt	nt	-2.4	97
Nc1ccccc1SC1CC(=O)N(c2ccc3c(c2)OCCO3)C1=O (centres undefined)	-1	2	-8	-1	-2	13	-6	-4	0.3	102
O=C(O)C1C2C=CC(C2)C1C(=O)OCc1ccccc1 (centres undefined)	1	2	-4	2	2	14	-4	-3	0.9	92
CCOP(=O)(OCC)C(Nc1cccc([N+](=O)[O-])c1)c1ccc(N(C)C)cc1 (centres undefined)	0	4	-1	3	5	7	-3	-5	-3.1	99
C=CCc1cc(Cl)ccc1OCCOCCNC(C)(C)C	1	6	7	-6	3	11	-5	-5	0.4	95
CCc1ccccc1NC(=O)c1cc(S(=O)(=O)N2CCCC2)c[nH]1	0	-8	2	-4	-2	-2	-4	-5	-0.8	101
CC(C)(C)Cc1c(-c2ccc(F)cc2)nc2ccc(Cl)cn12	-5	-15	5	2	-29	11	0	-9	0.4	101
CC(=O)c1c(C)[nH]c(C(=O)N(CCc2ccccc2)Cc2ccccc2)c1C	-2	0	-2	-5	-6	16	-8	-7	1.1	95
Nc1nc(NCCCN2CCOCC2)nc(Nc2ccc(F)cc2)c1[N+](=O)[O-]	8	1	0	-5	19	1	-22	-6	-0.7	105
COc1cccc(-c2nnc(SCCC(=O)O)n2C)c1	3	2	-4	3	-3	3	-4	-5	-1.3	97
CNC(=O)c1[nH]cnc1C(=O)N[C@@H](C)C(=O)OC(C)(C)C	2	0	11	-1	6	-2	8	-4	-0.7	98
CSCCC(NC(=O)OC(C)(C)C)C(=O)NC(C(=O)NC(CC(C)C)C(N)=O)C(C)C (centres undefined)	2	-3	-4	3	3	-4	-2	-9	-1.0	101
COc1cc2ncnc(NCc3ccccc3)c2cc1OC	-1	-3	2	-4	-4	8	-4	nt	-1.5	106
O=C1CC(C(=O)Nc2cccc3ccccc23)C2(CCCC2)O1 (centres undefined)	1	-1	2	-2	-8	8	6	-5	-2.1	100
CCCCC(=O)Nc1ccc(C(=O)NCCCn2ccnc2)cc1	-2	0	8	-4	-3	5	-3	-5	-0.9	104
c1ccc(CSc2nnc(SCc3ccccn3)s2)nc1	0	9	-4	-5	2	12	-12	-12	-2.2	104
CC(NC(=O)[C@H](NC(=O)[C@@H]1Cc2ccccc2CN1)c1ccccc1)c1ccccc1 (some centres undefined)	-2	5	-2	0	-1	3	nt	nt	1.4	104
CCOc1ccccc1NC(=O)Cn1ncc2ccc([N+](=O)[O-])cc21	1	-3	11	-12	-5	8	-1	-19	-1.7	94
CC(C)(C)NC(=O)N1CCN(S(=O)(=O)c2ccc3c(c2)CCC3)CC1	-1	-10	11	0	-7	5	-4	-5	-0.8	108
CCOC(=O)c1csc(N/N=C2\CCCc3ccccc32)n1	3	1	-20	5	-8	-9	22	-4	-2.0	99
O=C1N[C@@H](c2ccccc2)COC(=O)[C@@H](Cc2ccc(F)cc2)CC/C=C/C[C@@H]1CC(=O)N(CCO)Cc1ccccc1	2	-2	8	-4	8	18	4	-8	1.9	102
Cc1c(C)[n+](=O)c2c(n1[O-])CCC2	2	3	-4	0	1	0	-1	-5	-1.5	104
Cc1cccc(OCCSc2nncn2C)c1	1	-3	1	-6	-1	9	3	-3	-2.6	102
CC(C)Oc1ccc(F)cc1-c1cc(C(=O)Nc2ccc(C(C)(C)C)cc2)[nH]n1	42*	15	-2	2	-4	6	8	-5	5.1	88
COc1ccc(N2CCN(C(=O)CSc3nnc4n3C(C)(C)Cc3ccccc3-4)CC2)cc1	0	-2	1	3	8	-4	8	-6	-1.4	100
COCCN(C(=O)CSc1nc2nc(C)cc(C)n2n1)c1c(N)n(Cc2ccccc2)c(=O)[nH]c1=O	1	3	-2	2	-4	22	1	-6	-0.1	89
Cc1ccc(CNC(=O)COc2ccc(C(=O)c3ccc(F)cc3)cc2)cc1	6	6	0	2	-7	5	-47	-3	6.5	99
CCN1CCN(C(=O)C2CCN(S(=O)(=O)c3ccc(Br)cc3)CC2)CC1	-2	6	-2	2	0	7	-2	-10	0.4	97
CNC(=O)c1ncnnc1N(C)C(=O)NCc1ccccc1	0	1	3	5	0	11	-4	-6	-1.1	102
CC(=O)c1ccc(N2CCN(CC3CCCCC3)CC2)cc1	1	-4	-12	-1	6	-11	18	-7	-0.8	96
COc1ccc(C)cc1N=Nc1ccc(O)c2ncccc12	-11	9	-13	-6	25	8	-4	-20	-3.7	104
CCOC(=O)c1cnc(SC)nc1Sc1cc(Cl)ccc1Cl	-4	3	-8	1	-12	15	2	1	-1.1	93
Cc1cc(C)c2c(c1)OC(=O)CC2c1ccc2c(c1)OCO2 (centres undefined)	0	-5	1	-2	-5	3	2	-6	-1.8	99
O=S(=O)(Cc1ccc(Cl)cc1)NCC1CCCO1 (centres undefined)	2	4	2	5	1	12	0	-5	-0.3	96
O=C(Oc1cccccc1=O)c1ccccc1	-1	6	-4	0	2	10	-7	-3	2.0	108
NC(=O)c1ccc(NC(=O)CCCc2nc(-c3ccccc3Cl)no2)cc1	0	8	4	-7	3	-2	7	-4	1.0	93
COc1ccc(S(=O)(=O)N2CCN(Cc3ccccc3[N+](=O)[O-])CC2)cc1	-5	4	0	0	-4	6	13	11	0.2	99
O=c1oc2ccccc2cc1-c1nc(-c2cccs2)cs1	-1	-5	9	-4	16	11	5	-7	-0.1	101

Fetched one by one from the entries so far (2):
SMILES	N-glyco inh	ABHD5 PLIN5 PPI	Granule exo inh	m5-HT2A agonist	Cardio protect	MC4R antag cAMP	PDI inh	CaV13 ICDI inh	MC4R barr agon	ABCB6 inh 2
CC(=O)c1ccc(N2CCN(CC3CCCCC3)CC2)cc1	1	-4	-12	-1	6	-11	18	-7	-0.8	96
COc1ccc(C)cc1N=Nc1ccc(O)c2ncccc12	-11	9	-13	-6	25	8	-4	-20	-3.7	104

Further records:
SMILES	N-glyco inh	ABHD5 PLIN5 PPI	Granule exo inh	m5-HT2A agonist	Cardio protect	MC4R antag cAMP	PDI inh	CaV13 ICDI inh	MC4R barr agon	ABCB6 inh 2
O=C1C(=O)N(c2ccccc2)C(c2ccccc2[N+](=O)[O-])/C1=C(\O)c1ccccc1 (centres undefined)	4	-4	-2	0	-3	-2	2	8	-1.2	97
O=C(CSc1ncnc2scc(-c3ccccc3)c12)NCc1ccc2c(c1)OCO2	-3	2	42	-4	5	8	-35	2	-0.8	104
CCOC(=O)C1(Cc2ccccc2C(F)(F)F)CCN(C2CCCC2)CC1	-3	4	1	1	3	-5	-1	4	-3.4	95
O=C1N=C(N2CCCCC2)SC1=C1CCCC1	0	-1	-2	1	-6	4	-1	-6	1.5	97
CCCn1nc(NC(=O)C2CCCO2)c2cc3cc(C)ccc3nc21 (centres undefined)	5	-1	0	-5	3	4	0	-6	-1.8	103
CCOc1nc(OCC)c2cnn(C)c2n1	-2	2	-7	9	-3	3	-3	-10	-1.2	95
C[C@@H]1CN([C@@H](C)CO)C(=O)c2cc(Br)cnc2O[C@H]1CN(C)C(=O)Nc1ccc(F)cc1	2	1	-5	1	8	0	-7	-5	-1.6	103
O=C(O)c1ccccc1C(=O)c1ccc(N2CCOCC2)c([N+](=O)[O-])c1	2	-4	0	1	-5	-2	10	0	-2.5	100
CCn1c(SCC#N)nc2ccccc2c1=O	-2	3	0	3	3	10	-2	-2	0.6	98
Cc1cccc(OCc2nnc(NC(=O)Cc3cccs3)s2)c1	-1	-10	-7	-3	-11	-5	-3	-9	34*	78
CC1CC(=O)c2ccccc2C1C (centres undefined)	0	-5	-4	1	4	1	-6	-6	-2.3	98

Bioassay records as filed in PubChem BioAssay.
